High-throughput results deposited in PubChem BioAssay by National Center for Advancing Translational Sciences (NCATS).
HT1080 IDH1KD tx: kills HT-1080 cells with IDH1 knockdown | HT-1080 IDH1 knockdown viability, ATP luminescence, 48 h | Potency, µM (highest dose often 46.1 µM), without a hit: top-dose activity, negative = toxicity, most hits filed as cytotoxic | actives 2% (n = 360,000);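 note: potency is the fitted concentration of half-maximal effect; 0% = DMSO wells and -100% = cell-free medium wells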
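In this qHTS, HT-1080 cells depleted of IDH1 are exposed for 48 h at 37 °C to compound titrations. Toxicity is scored from CellTiter-Glo luminescence, with DMSO as full viability and medium alone as none.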
D3 ag: D3 dopamine receptor (human) agonism | P35462 | D3R DiscoveRx beta-arrestin cells, luminescence, 90 min | max activation, % | actives 0.58% (n = 410,000) | AID 652048; in the data active = max activation above about 30%; note: 0% is about no effect; mostly tested at two doses, the higher about 12 µM
Target sequence (P35462 whole entry, looked up): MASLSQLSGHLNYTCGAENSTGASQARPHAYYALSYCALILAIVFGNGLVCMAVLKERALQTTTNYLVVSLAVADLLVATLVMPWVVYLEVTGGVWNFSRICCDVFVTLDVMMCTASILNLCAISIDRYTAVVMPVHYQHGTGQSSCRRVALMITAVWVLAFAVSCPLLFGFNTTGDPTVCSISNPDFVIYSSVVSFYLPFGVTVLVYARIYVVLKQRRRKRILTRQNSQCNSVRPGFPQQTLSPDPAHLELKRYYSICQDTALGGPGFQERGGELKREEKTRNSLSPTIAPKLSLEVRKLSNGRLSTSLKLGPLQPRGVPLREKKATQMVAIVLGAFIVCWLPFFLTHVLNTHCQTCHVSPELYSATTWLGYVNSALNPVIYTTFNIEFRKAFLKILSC
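Agonist-mode cell screen: cells plated at 1500/well and incubated overnight at 37 °C, then exposed to library compounds for 90 min at 37 °C. Detection reagent was added for 30–60 min at room temperature, and luminescence was read.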
KB-3-1 tox: KB-3-1 parental cell cytotoxicity; Potency, µM (titrated, usually from 46.1 µM), without a hit: at the highest dose activity change, negative = cytotoxic, usual class: cytotoxic; actives 1.4% (n = 400,000); KB-3-1 viability, CellTiter-Glo ATP luminescence, 72 h; note: potency is the fitted concentration of half-maximal effect; % is set by controls: 0 for no effect and ±100 for the full control effect; nearly all actives have a fitted effect of over 60% in size
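KB-3-1 parental drug-naive adenocarcinoma cells in DMEM/10% FBS, incubated 72 h at 37 C with pin-transferred compounds across a concentration series. Viability by CellTiter-Glo luminescence; concentration-response curves fitted after normalization.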
HEK293 tox: cytotoxic in the GLP-1 receptor inverse agonist counter-screen. HEK293 cAMP-luciferase reporter cells, luminescence, 24 h. Potency, µM (top dose mostly 38.3 µM), inactives show at the highest dose activity change, negative = inhibition, actives largely listed as inhibitors. actives 0.13% (n = 410,000). AID 624418;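 note: loss of luciferase light is scored as toxicity; potency is the fitted concentration of half-maximal effect; % is set by controls: 0 for no effect and ±100 for the full control effect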
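Luminescence readout: signal drop marks cytotoxicity. Plated cells grew 12 h at 37 °C, 5% CO2, received 23 nL compound for 24 h, then got luciferase reagent, read after 12 min at RT.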
SW480 rereplic: induces DNA re-replication in SW480 colon adenocarcinoma cells. Potency, µM (top dose mostly 46.1 µM), for the others: at the top dose re-replication activation, actives largely listed as activators. actives 1.8% (n = 340,000). AID 624297. SW480 DNA re-replication, Hoechst DNA content imaging, 48 h; note: potency is the fitted concentration of half-maximal effect; % of control where 0% means no effect; nearly all actives have a fitted effect of over 55% in size
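Image-based read-out: total Hoechst fluorescence of nuclei (405 nm excitation, 500-530 nm emission), with hits raising the fraction of high-intensity nuclei. SW480 colon cells incubated 48 hr with compounds at 37 C.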
MCF10A rerep: inducers of DNA re-replication in MCF 10A breast cells. MCF 10A DNA re-replication, Hoechst nuclear intensity, 48 h. Potency, µM (top dose mostly 46.1 µM), without a hit: at the top dose activity, positive = re-replication, usual class: activators. actives 2.9% (n = 350,000). AID 624296; note: potency is the fitted concentration of half-maximal effect; % of control where 0% means no effect; nearly all actives have a fitted effect of over 50% in size
HT1080NT lethal: kills 2HG-producing HT-1080-NT fibrosarcoma cells | HT-1080-NT fibrosarcoma viability, CellTiter-Glo ATP luminescence, 48 h | Potency, µM (doses to about 46.1 µM), for inactives: at the top dose activity, negative = less viability, usual class: cytotoxic | actives 1.6% (n = 360,000);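 note: NT is the 2HG producing partner of a matched IDH1 knockdown line; potency is the fitted concentration of half-maximal effect; 0% = DMSO-treated cells and -100% = media-only wells without cells; nearly all actives have a fitted effect of over 55% in size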
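HT-1080-NT fibrosarcoma cells (2HG-overproducing), 750 cells/well in RPMI with 5% FBS, dosed after 2 h and incubated 48 h at 37C. CellTiter-Glo luminescence normalized to DMSO and no-cell wells; concentration-response curves fitted and classed.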
IL-1B inflam inh: inflammasome signaling inhibition, IL-1 beta readout; THP-1 LPS/ATP IL-1B secretion, AlphaLISA, 16 h; stronger effect = lower value; activity change, % at 57.5 µM; actives 4.7% (n = 360,000); AID 743279; in the data active = activity change below about -50%; inconclusive = mostly about -30% to -49%; note: % is set by controls: 0 for no effect and ±100 for the full control effect
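Secreted IL-1B measured by AlphaLISA bead assay after 16 h compound exposure of THP-1 cells; compounds (final up to 57.5 uM) added 1 h before LPS (250 ng/mL) and ATP (1.25 mM) stimulation; lower signal means less secretion.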
KB-V1 MDR tox: kills drug-selected multidrug resistant KB-V1 cells. KB-V1 MDR cells viability, CellTiter-Glo, 72 h. Potency, µM (top dose mostly 46.1 µM), without a hit: at the top dose activity change, negative = cytotoxicity, usual class: cytotoxic. actives 3.4% (n = 400,000). AID 1347076; note: potency is the fitted concentration of half-maximal effect; % is set by controls: 0 for no effect and ±100 for the full control effect; nearly all actives have a fitted effect of over 60% in size
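qHTS viability screen in drug-selected KB-V1 MDR cells: 72 h compound treatment at 37 degrees C, ATP luminescence end point.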
* marks the source's active call; other numbers are inactive results; ? = inconclusive; . = not tested or not shown; & = joins results of further samples; [ ] = another dose, or the depositor's remark. Unless noted, calls come from the whole dose curve; as a rule, active = well fitted curve in the direction sought with a large enough effect; inconclusive = small, poorly fitted or top-dose-only effect, or another doubt; inactive = no such curve, though single readings can be large; an effect the other way counts as inactive or inconclusive. This is a subset; rates above refer to the full screens.

Values run as follows: HT1080 IDH1KD tx	D3 ag	KB-3-1 tox	HEK293 tox	SW480 rereplic	MCF10A rerep	HT1080NT lethal	IL-1B inflam inh	KB-V1 MDR tox
[1] Fc1ccc2c(c1)nnn2C1CCN(Cc2nnnn2C2CCCCC2)CC1
  0%	-4	4%	-18%	5%	4%	-27%	-9	0%
[2] O=C(O)C1CSC(c2cccnc2)N1 (centres undefined)
  -2%[9.24 µM]	9	13%	-1%	-15%	2%	3%	0	-1%
[3] CN1CN=C(N[N+](=O)[O-])N(Cc2ccco2)C1
  9%	13	2%	2%	-39%[inhibitor]	5%	-5%	20	0%
[4] CCOC(=O)c1c(C)n(-c2ccc(C)cc2)c2c(C(C(C)=O)C(=O)O)c(Br)c(O)c(O)c12 (centres undefined)
  -19%	-9	-5%	?	?	30%	?	-8	-4%
[5] COc1ccc(C2NCc3ccccc3-n3cccc32)cc1 (centres undefined)
  -17%	-8	5%	8%	-2%	6%	-5%	?	8%
[6] Oc1ccc(O)c2c1C1(Cl)C(Cl)=C(Cl)C2(Cl)C1(Cl)Cl
  23µM*	-16	-14%	?	?	16µM*	?	-61*	-26%
[7] CC(=O)c1cn(CCCOc2ccccc2)c2ccccc12
  -3%	1	-23%	7%	5%	-1%	-15%	-4	-8%
[8] O=C(c1ccc2c(c1)ncn2C1CCCCC1)N1CCC2(CC1)OCCO2
  ?	-2	?	-30%	12µM*	13µM*	?	45	9.2µM*
[9] CCCC[N+]1(C)[C@@H]2CC(OC(=O)[C@H](CO)c3ccccc3)C[C@H]1[C@@H]1O[C@@H]12 (some centres undefined)
  4%	5&3	0%	1%	-121%[inhibitor]	-4%	?	28	16%
[10] C=CCn1c(O)c(C(CC)=Nc2ccccc2NC(C)=O)c(=O)[nH]c1=O
  -15%	-2	1%	7%	-4%	0%	2%	28	-10%
[11] CC1CC2CC(=O)CCC2(C)C2CCC3(C)C(O)CCC3C12 (centres undefined)
  13%	4	?	2%	.	.	8%	16	5.8µM*
[12] Clc1ccc(OCC#CCN2CCCC2)cc1
  2%	-31	17%	1%	0%	-21%	-1%	-11	0%
[13] C[C@H](CO)N1C[C@H](C)[C@@H](CN(C)S(=O)(=O)c2cccs2)Oc2ccc(NC(=O)Nc3ccc(C(F)(F)F)cc3)cc2C1=O
  -61%	3	?	?	7%[9.22 µM]	-33%[inhibitor]	?	-2	-7%
[14] Cc1c(C(=O)C(=O)N2CCOCC2)c2ccccc2n1Cc1ccccc1
  2%	-3	9%	-5%	-37%[inhibitor]	1%	-3%	-1	16%
[15] CCCOC(=O)C1C2CCC(O2)C1C(=O)O (centres undefined)
  ?	-10	?	-3%	22%	14%	-14%	26	0%
[16] Cn1cc([N+](=O)[O-])c(C(=O)Nc2ccc3c(C(F)(F)F)cc(=O)oc3c2)n1
  ?	3	?	-16%	12µM*	?	?	-95*	-23%
[17] COC(=O)c1c(C)[nH]c(C(=O)C(Cc2ccccc2)N(C)C)c1C (centres undefined)
  -25%	-13	19%	6%	4%	-1%	-2%	-1	-2%
[18] O=c1c2ccccc2nc(N2CCCC2)n1-c1ccccc1
  7%	-4	3%	-9%	1%	17%	10%	26	?
[19] COC(=O)[C@H](Cc1ccccc1)N(Cc1ccccc1)S(=O)(=O)N(Cc1ccccc1)[C@@H](Cc1ccccc1)C(=O)OC
  2%	19	?	-5%	-4%[9.22 µM]	-1%	2%	30	-14%
[20] Cc1ccc(S(=O)(=O)N2CCCC2c2cccnc2)cc1 (centres undefined)
  2%	7	-3%	10%	-16%	2%	0%	21	2%

Complete entries from above. Values in the order: HT1080 IDH1KD tx, D3 ag, KB-3-1 tox, HEK293 tox, SW480 rereplic, MCF10A rerep, HT1080NT lethal, IL-1B inflam inh, KB-V1 MDR tox
Results for C=CCn1c(O)c(C(CC)=Nc2ccccc2NC(C)=O)c(=O)[nH]c1=O : -15%, -2, 1%, 7%, -4%, 0%, 2%, 28, -10%
Results for Cc1ccc(S(=O)(=O)N2CCCC2c2cccnc2)cc1 (centres undefined) : 2%, 7, -3%, 10%, -16%, 2%, 0%, 21, 2%
Results for COC(=O)[C@H](Cc1ccccc1)N(Cc1ccccc1)S(=O)(=O)N(Cc1ccccc1)[C@@H](Cc1ccccc1)C(=O)OC : 2%, 19, ?, -5%, -4%[9.22 µM], -1%, 2%, 30, -14%
Results for Fc1ccc2c(c1)nnn2C1CCN(Cc2nnnn2C2CCCCC2)CC1 : 0%, -4, 4%, -18%, 5%, 4%, -27%, -9, 0%
Results for CC(=O)c1cn(CCCOc2ccccc2)c2ccccc12 : -3%, 1, -23%, 7%, 5%, -1%, -15%, -4, -8%

(continued)
Values run as follows: HT1080 IDH1KD tx	D3 ag	KB-3-1 tox	HEK293 tox	SW480 rereplic	MCF10A rerep	HT1080NT lethal	IL-1B inflam inh	KB-V1 MDR tox
[21] Cc1c2cnn(CC(=O)N3CCC4(CC3)OCCO4)c(=O)c2c(C)n1Cc1ccccc1F
  -4%	2	-3%	0%	-1%[9.22 µM]	0%	1%	27	-2%
[22] Cc1oc(-c2ccc(Cl)cc2)nc1CN1C(=O)CN=C(c2ccccc2)c2cc(Cl)ccc21
  .	1	-21%	0%	.	.	.	.	2%
[23] CCC1CN1P(=O)(N1CCCC1)N1CC1CC (centres undefined)
  14%	3	.	3%	0%	13%	-3%	1	.
[24] CCOC(=O)C(O)(c1ccc(N)c(OC)c1)C(F)(F)F (centres undefined)
  7%	2	11%	2%	-6%	-10%	0%	15	-1%
[25] CCOc1ccc(N=Cc2c(O)n(-c3cc(C)cc(C)c3)c(=O)[nH]c2=O)cc1
  -11%	-8	?	5%	-1%	5%	-15%	1	-1%
[26] CSCCC(NC(=O)CCC(=O)OC1CC[C@H]2[C@@H]3CC[C@H]4CC(=O)CC[C@]4(C)[C@H]3CC[C@]12C)C(=O)O (some centres undefined)
  10%	-2	3%	5%	-9%	-4%	1%	-8	-10%
[27] CCOC(=O)CNC(=S)N1CC2C[C@@H](C1)Cn1c2cccc1=O
  11%	2	4%	-3%	-6%	4%	5%	-6	-6%
[28] Cc1cccc(-n2c(/C=C\c3cccc(Br)c3)nc3ccccc3c2=O)c1
  .	5	0%	3%	.	.	.	.	-18%
[29] O=C1/C(=C/c2ccc3c(c2)OCO3)N2CCC1CC2
  0%	-2	-25%	18%	-1%	-3%	-3%	-6	0%
[30] Cc1cc(OCC(=O)N2C[C@H]3C[C@@H](C2)c2cccc(=O)n2C3)c2c(C)c(C)c(=O)oc2c1
  -1%	0	-1%	-1%	-10%	?	-10%	7	-32%
[31] CC(C)(COC(=O)C(c1ccccc1)c1ccccc1)CN1CCOCC1
  6%	-12	-17%	31%[activator]	12%	?	-4%	-7	-15%
[32] CCN1C(=O)C(=Cc2cc(C)n(C3CC3)c2C)C(=O)N(CC)C1=S
  11%	2	10%	8%	-18%	1%	2%	6	2%
[33] Cc1noc(C)c1COc1ccc(C(=O)NCC2(N(C)C)CCCCC2)cc1
  -3%	-6	3%	2%	.	.	-9%	-2	1%
[34] O=S(=O)(c1ccc(Cl)cc1)N1CCCC1c1cccnc1 (centres undefined)
  -11%	2	8%	-15%	-12%	-3%	-15%	-3	-10%
[35] CCN1C[C@]2(COC)CC[C@H](OC)[C@@]34C1[C@]1(OCO[C@@]15C[C@H](OC)[C@H]1C[C@@H]3[C@@H]5[C@H]1OC)[C@@H](O)[C@H]24
  4%	18	0%	9%	-10%	16%	22%	-7	-2%
[36] CC(C)(C)P(=O)(c1ccncc1)N1CCCC1 (centres undefined)
  5%	-7	5%	3%	-8%	5%	14%	19	6%
[37] C#CC[N+]1(C)C2CCC1CC(O)C2 (centres undefined)
  0%	-6	-7%	0%	0%	-7%	-10%	-6	4%
[38] C[C@H](CO)N1C[C@H](C)[C@@H](CN(C)Cc2ccc(-c3ccccc3)cc2)Oc2c(NC(=O)c3ccncc3)cccc2C1=O
  -22%	16	?	?	18%	?	?	-22	1%
[39] c1ccc2c(N3CCNCC3)cccc2c1
  ?	-92	0%	-14%	-28%	?	-29%	?	-19%
[40] Cc1ccc(C(=O)N2CC2C)cc1 (centres undefined)
  -8%	-5	-1%	4%	9%	2%	-1%	-9	25%
[41] COc1ccc(N2C(=O)C(=O)N(c3ccc(OC)cc3)P2(=O)N(CCCl)CCCl)cc1
  10%	-1	-3%	4%	-2%	11%	9%	-1	17%
[42] COc1ccc(NC(=O)/C(C#N)=C/C=C/c2ccco2)cc1
  ?	-4	7.3µM*	?	8.2µM*	15µM*	?	-67*	13µM*
[43] Nc1c([N+](=O)[O-])cc(F)c(N2CCNCC2)c1Br
  -20%	3	-7%	1%	-192%[inhibitor]	-2%	-24%	-9	-2%
[44] Cc1ccccc1Cc1c(C)nc2nc(SCC(=O)N3CCC4(CC3)OCCO4)nn2c1C
  -8%	15	-23%	-2%	-10%	19%	-18%	1	?

Part of the list above, showing only HT1080NT lethal and D3 ag.
| nr | mol | HT1080NT lethal | D3 ag |
| --- | --- | --- | --- |
| 8 | O=C(c1ccc2c(c1)ncn2C1CCCCC1)N1CCC2(CC1)OCCO2 | ? | -2 |
| 9 | CCCC[N+]1(C)[C@@H]2CC(OC(=O)[C@H](CO)c3ccccc3)C[C@H]1[C@@H]1O[C@@H]12 (some centres undefined) | ? | 5&3 |
| 10 | C=CCn1c(O)c(C(CC)=Nc2ccccc2NC(C)=O)c(=O)[nH]c1=O | 2% | -2 |
| 11 | CC1CC2CC(=O)CCC2(C)C2CCC3(C)C(O)CCC3C12 (centres undefined) | 8% | 4 |
| 12 | Clc1ccc(OCC#CCN2CCCC2)cc1 | -1% | -31 |
